# NPYLR7 ag = agonists of mosquito NPYLR7 receptor, primary screen, cell-based, Aedes aegypti, calcium fluorescence, mosquito biting behavior; HEK293T NPYLR7/Galpha15, GCaMP6s calcium fluorescence; 0.15% of 270,000 active; activation, % at 10 µM; in the data active means activation above about 40%;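 further: 0% = vehicle and 100% = reference agonist at the receptor; some compounds past the cut are filed as inactive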
# hcGAS inh = Primary biochemical luminescence assay for human cyclic GMP-AMP synthase inhibitors; 0.081% of 290,000 active; AID 1259398, 2018; recombinant h-cGAS, ATP depletion, Kinase-Glo luminescence; inhibition, % at 12.5 µM; Q8N884;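 further: 0% = vehicle reaction and 100% = reaction without DNA for no activity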
# Target sequence (Q8N884 whole entry, looked up): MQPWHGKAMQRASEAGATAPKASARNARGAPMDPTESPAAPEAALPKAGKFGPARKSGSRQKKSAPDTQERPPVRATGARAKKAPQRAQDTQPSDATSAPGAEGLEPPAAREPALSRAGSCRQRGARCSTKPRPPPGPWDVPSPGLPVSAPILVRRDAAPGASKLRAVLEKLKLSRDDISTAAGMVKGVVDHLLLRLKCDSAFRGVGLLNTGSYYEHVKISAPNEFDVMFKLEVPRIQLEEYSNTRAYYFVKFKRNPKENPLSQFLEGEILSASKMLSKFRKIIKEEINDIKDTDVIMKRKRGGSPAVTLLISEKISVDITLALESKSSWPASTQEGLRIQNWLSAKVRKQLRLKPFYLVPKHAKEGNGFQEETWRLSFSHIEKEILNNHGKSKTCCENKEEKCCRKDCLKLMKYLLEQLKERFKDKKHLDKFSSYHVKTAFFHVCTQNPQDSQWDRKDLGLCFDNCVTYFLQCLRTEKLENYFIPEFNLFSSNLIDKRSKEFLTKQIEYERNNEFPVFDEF
# mcGAS lum = cyclic GMP-AMP synthase inhibitors, mouse, primary biochemical chemiluminescence | recombinant cGAS, Kinase-Glo ATP depletion luminescence | inhibition, % at 12.5 µM | 0.15% of 160,000 active | Q8C6L5;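 further: 0% = negative control wells and 100% = reference inhibitor with no enzyme activity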
# * hit, by the source's call; / = no result given; & = joins results of further samples. Unless noted, no stated cut-off is given here; in the data, active means inhibition above about 40%; inactive means the rest.
Structure | NPYLR7 ag | hcGAS inh | mcGAS lum
CCC1=NOC(CNC(=O)c2cnn3ccn(C)c23)C1 (stereo unspecified) | -1 | 4 | 1
O=C(c1ccc(F)cc1C(F)(F)F)N1CCN(c2nc3nccc(-c4ccc(N5CCOCC5)cc4)n3n2)CC1 | 0 | 0 | -8
O=C(O)c1ccccc1CN1CCC2(CCOCC2)CC1 | 0 | -4 | /
COC(=O)c1c(NC(=O)Cn2nc(C)c([N+](=O)[O-])c2C)sc2c1CCC(C(C)(C)C)C2 (stereo unspecified) | -1 | -5 | -6
CSc1nnc(SCC(=O)NCCC#N)s1 | -1 | -1 | /
COc1ccc(-c2ccc(OCCNC(=O)C3c4ccccc4Oc4ccccc43)nn2)cc1 | 1 | -7 | -2
CCc1ccc(C(=O)N2CCN(C(C(=O)NCc3cccc(F)c3)C3CCCC3)CC2)cc1 (stereo unspecified) | -6 | 0 | -2
Cc1ccccc1Cn1nc(C)c(NC(=O)c2nc3n(n2)C(C(F)F)CC(C)N3)c1C (stereo unspecified) | 2 | -6 | /
CN(C)C(C)(C(=O)Nc1cccc(CN2CCCCC2)c1)c1ccccc1 (stereo unspecified) | 6 | -3 | /
CCCCCc1ccc(S(=O)(=O)N2CCC(c3cn(CCOCC)c4ccccc34)CC2)cc1 | 2 | 3 | 1
COc1cccc(-c2cc(C(=O)NC3CCCCC3)n3nc(C(C)(C)C)cc3n2)c1 | 14 | -9 | -7
Cn1cc(C(=O)O)c2[nH]c(=O)n(-c3ccccc3)c(=O)c21 | -3 | -13 | /
COc1cccc(-c2cnc(C(O)c3ccc(C)cc3)[nH]2)c1 (stereo unspecified) | 4 | -6 | /
CC(C)C(NC(=O)C1CCNCC1)c1nnc2n1CCNCC2 (stereo unspecified) | 7 | -2 | -18
O=C(c1ccc2nc3ccsc3c(=O)n2c1)N1CCN(C(=O)c2ccco2)CC1 | 4 | -9 | /
CCc1cc(=O)[nH]c(-n2nc(C)cc2NC(=O)c2cccs2)n1 | -11 | -3 | 1
O=C(CCN1C(=O)/C(=C/c2ccc(F)cc2)SC1=S)Nc1ccccc1 | -2 | 11 | -4
Cc1cc(C)n(-c2cccc(-c3ccc(S(N)(=O)=O)cc3F)c2)n1 | 13 | -4 | /
c1cc(-c2noc(CC3CSCCN3)n2)cs1 (stereo unspecified) | 2 | -7 | /
CC(=O)Nc1ccc(CN(C)CCC(O)c2ccccc2)cc1 (stereo unspecified) | -1 | 4 | /
CC1CN(C(=O)CN2CCC(c3ccnn3CCO)CC2)CCO1 (stereo unspecified) | 8 | -5 | /
CC(C)CC(=O)N1CCCC(OCc2ccc(F)c(F)c2)C1 (stereo unspecified) | -2 | -6 | /
COc1ccc(-c2nc3scc(CCNS(=O)(=O)c4ccccc4)n3n2)cc1 | -5 | -7 | -8
CN(C)c1ccc(C(=O)NCCN2CCc3ccccc3C2)cc1 | 0 | 3 | /
CCOc1ccc(-c2ccnc(N3CCN(C(=O)c4ccnc(Cl)c4)CC3)n2)cc1 | -11 | 4 | 1
Cc1cc(C(=O)NCCc2ccccn2)sc1C | 2 | -9 | /
CCCCN1CCN(C(=O)c2cn(CC3CCCO3)cc3c(=O)n(-c4ccccc4)nc2-3)CC1 (stereo unspecified) | -4 | -6 | -10
CCOC(=O)c1c(C)n(C)c2c1cc(OC(=O)c1ccccc1Br)c1ccccc12 | -6 | -5 | /
CCC(C)N(Cc1cc(NS(=O)(=O)c2ccc(OC)cc2)ccc1N(C)C)S(=O)(=O)c1cccc(Cl)c1 (stereo unspecified) | / | -4 | -8
Cc1[nH]cnc1-c1nccn1CCC1=CCCCC1 | -3 | -5 | /

# Taken from above.
# In NPYLR7 ag, Cc1cc(C(=O)NCCc2ccccn2)sc1C shows 2
# In mcGAS lum, O=C(c1ccc(F)cc1C(F)(F)F)N1CCN(c2nc3nccc(-c4ccc(N5CCOCC5)cc4)n3n2)CC1 shows -8
# In hcGAS inh, CCOC(=O)c1c(C)n(C)c2c1cc(OC(=O)c1ccccc1Br)c1ccccc12 shows -5
# In mcGAS lum, COc1cccc(-c2cc(C(=O)NC3CCCCC3)n3nc(C(C)(C)C)cc3n2)c1 shows -7
# In hcGAS inh, CN(C)c1ccc(C(=O)NCCN2CCc3ccccc3C2)cc1 shows 3
# In NPYLR7 ag, Cc1cc(C)n(-c2cccc(-c3ccc(S(N)(=O)=O)cc3F)c2)n1 shows 13
# In NPYLR7 ag, CC1CN(C(=O)CN2CCC(c3ccnn3CCO)CC2)CCO1 (stereo unspecified) shows 8

# (more compounds)
Structure | NPYLR7 ag | hcGAS inh | mcGAS lum
COC(=O)Nc1nc2ccc(C(=O)c3ccc(F)cc3)cc2[nH]1 | -10&-4 | -1&-6 | -7
Cc1cc([N+](=O)[O-])cc2c1N(C)C(=O)C2(O)c1c(C)[nH]c2ccccc12 (stereo unspecified) | 0 | 0 | -6
O=C(CN(c1cccc([N+](=O)[O-])c1)S(=O)(=O)c1ccccc1)N(Cc1ccccc1)Cc1ccccc1 | 8 | -4 | -5
O=C(O)C1(C/C=C/c2ccccc2)CCCN(c2ncccc2F)C1 (stereo unspecified) | 0 | -1 | /
O=C(CSc1ncnc2scc(-c3ccccc3)c12)NC1CCN(Cc2ccccc2)CC1 | -1 | -9 | -9
CC(C)N1CCNC(=O)C1CC(=O)NCCCc1nn[nH]n1 (stereo unspecified) | 8 | -3 | /
Cc1[nH]c(-c2ccccc2)nc1C(=O)N1CCN2C(=O)CN(C)C(=O)C2C1 (stereo unspecified) | 14&3 | -4&-9 | /
CCOC(=O)C1(CCCc2ccccc2)CCN(C(=O)C(=O)c2ccccc2)CC1 | 4&6 | -8&0 | -7&-1
CCCC(Sc1nnc(NC(=O)C2CCC2)s1)C(=O)OCC (stereo unspecified) | -3 | -5 | -3
Cc1ccc(-n2ncc3c(=O)n(NC(=O)c4cc(Cl)ccc4[N+](=O)[O-])cnc32)cc1 | 1 | -12 | /
CCCCc1ccc(C(=O)N(CC(=O)NCC(=O)Nc2ccc(OC)cc2)Cc2ccccc2)cc1 | 8 | -7 | -5
Cc1ccccc1C(=O)N(CC(=O)Nc1cc(-c2ccccc2)nn1-c1ccc(Cl)c(Cl)c1)C(C)C | 8 | 0 | -3
Cc1noc(C)c1C1CCCN1Cc1ccc(C#CC(C)(C)O)s1 (stereo unspecified) | 4 | -2 | /
CCN(CC)S(=O)(=O)c1ccc(C(=O)Nc2cc(C)nn2C(C)C)cc1 | / | -6 | -8
CCOc1ccc(-c2cc(C(=O)NC3CCc4ccccc43)c3ccccc3n2)cc1 (stereo unspecified) | 2 | -4 | -5
O=C(c1cccs1)N(Cc1cccc(Cl)c1)CC1CC(c2ccc3c(c2)OCO3)=NO1 (stereo unspecified) | / | -7 | -10
CCC(C)C(NC(=O)Nc1ccc(C)cc1C)C(=O)Nc1nnc(-c2ccc(Cl)cc2)s1 (stereo unspecified) | -3 | -7 | -5
CCN(C(=O)CSc1nc(C)nc2sc3c(c12)CCC3)C1CCS(=O)(=O)C1 (stereo unspecified) | -1 | -6 | -3
COCCn1c(=O)c2c(nc3n(C(C)C)c(C)c(C)n23)n(C)c1=O | 8 | -8 | -9
CCOC(=O)Cn1cc(Cl)c([N+](=O)[O-])n1 | 1 | -4 | /
O=CN1CCN(S(=O)(=O)CCCOc2ccc3c(c2)OCO3)CC1 | 9 | -7 | -9
O=C1OCCN1CCNC(c1ccccc1)C1CCC1 (stereo unspecified) | -2 | -2 | /
COc1ccc(S(=O)(=O)N2c3ccccc3NC(=O)C2C)cc1Cl (stereo unspecified) | -2 | -4 | /
CCOc1nc(-c2ccccc2C)n(-c2ccc(NC(=O)c3cccc(F)c3)cc2)n1 | 20 | -1 | -4
CCCOc1nn(CCC)cc1C(=O)Nc1cc(C)ccc1C | 7 | -4 | -8
COc1ccc(CC(=O)Nc2nnc(SCC3CC3)s2)cc1 | 13 | -6 | -4
Cc1ccccc1CSc1nnc(CNC(=O)Nc2ccccc2F)n1-c1ccc(Cl)cc1Cl | 2 | -5 | -6
COc1ccc(-c2nc3cc(C)ccn3c2NC(=O)C(Cl)Cl)cc1OC | 1 | -4 | -5
COc1ccc(Cl)cc1C(=O)Oc1cccc2cccnc12 | -4 | 1 | -9
Oc1cccc(-c2cc(C3(CNc4cccc(F)c4)CC3)ccn2)c1 | -14 | -3 | -6

# Molecules from the list above containing a tert-butyl group (two):
Structure | NPYLR7 ag | hcGAS inh | mcGAS lum
COC(=O)c1c(NC(=O)Cn2nc(C)c([N+](=O)[O-])c2C)sc2c1CCC(C(C)(C)C)C2 (stereo unspecified) | -1 | -5 | -6
COc1cccc(-c2cc(C(=O)NC3CCCCC3)n3nc(C(C)(C)C)cc3n2)c1 | 14 | -9 | -7

# The listing continues.
Structure | NPYLR7 ag | hcGAS inh | mcGAS lum
O=C(CC1CC2CCC1C2)OCc1coc(-c2cccs2)n1 (stereo unspecified) | 2 | -7 | /
CCOC(=O)CNC(=O)N1CCCC(CNC(=O)c2cccc(C(F)(F)F)c2)C1 (stereo unspecified) | 11 | -14 | -12
Cn1ccnc1C(NC(=O)CSCc1ccccc1Cl)C1CC1 (stereo unspecified) | 2 | -4 | -8
Cc1noc(C)c1CSc1nc2sccc2c(=O)n1C | -2 | -4 | /
Cc1occc1COC(=O)C1CCCN(C(=O)c2ccncc2)C1 (stereo unspecified) | 5 | -9 | /
O=C(Cc1cccnc1)N1CCOC(CCCc2ccccc2)C1 (stereo unspecified) | 9 | -11 | /
Cc1cccn2c(=O)c(C(=O)NCc3ccc(F)cc3)c(O)nc12 | -3 | -12 | -7
Cc1nc(Cl)cc(NC2(CO)CCC2)n1 | 25 | -8 | /
Cc1nn(Cc2ccccc2)c(C)c1CNS(=O)(=O)c1cccc(F)c1 | 4 | -4 | /
CC1(C)Cc2cccc3c2N(CCC3)C1=S | -7 | 3 | /
O=C(NCCC1=CCCCC1)c1ccc2nc(-c3ccncc3)[nH]c2c1 | -1 | -1 | -4
Oc1[nH]c2ccc(Br)cc2c1N=Nc1ccccc1F | -1 | -6 | /
Nc1nc(SCC(=O)Nc2ccc(F)cc2F)[nH]c(=O)c1NC(=O)c1ccc(F)cc1 | -4 | -4 | -7
Fc1cc2c(c(CN3CCC(COc4ccccc4)CC3)c1)OCOC2 | 0 | -7 | /
CCOc1ccc(C2NC(=O)N(C)C3=C2C(=O)N(CCc2ccccn2)C3)cc1 (stereo unspecified) | 1 | -3 | -3
COc1ccc(NC(=O)Cn2cnc3c([nH]c4cc(OC)c(OC)cc43)c2=O)cc1OC | / | -5 | -7
Cc1nnc(SCc2csc(Cc3ccc(Cl)c(Cl)c3)n2)s1 | 10 | 0 | -4
CN(C)CC1(O)CCCN(C(=O)c2cnc(-c3cccnc3)nc2)C1 (stereo unspecified) | -2 | -4 | -15
CC(C)(C)c1cc(NC(=O)c2ccccc2C(F)(F)F)n(-c2ccccc2)n1 | 26 | -5 | -8
CC(C)(C)OC(=O)NCCCCCC(=O)NC(c1ccc(S(C)(=O)=O)cc1)c1ccc2c(c1)CCO2 (stereo unspecified) | -10 | -8 | -2
CC1CCCN(S(=O)(=O)N2CCCCC2C(C)NC(=O)OC(C)(C)C)C1 (stereo unspecified) | 2 | -2 | /
CCC(CCNC(=O)NCc1ccc(C)nc1OC)N1CCCC1=O (stereo unspecified) | 3 | -3 | /
Cc1cc(C)n(CCN(C)C(=O)c2cn(CC3CCCO3)nn2)n1 (stereo unspecified) | 10 | -3 | -8
COc1ccc(CC(=O)Nc2ccc(Nc3cc(-n4ccnc4)ncn3)cc2)cc1 | -16 | 0 | -7
CCc1nc(CC)n(Cc2cc(Br)ccc2F)n1 | 0 | -14 | /
COc1cccc(C=C(C#N)S(=O)(=O)c2ccc(Cl)cc2)c1 | 0 | -4 | 8
CC(C(=O)Nc1ccc(NC(=O)c2ccc3c(c2)CCC3)cc1)n1cncn1 (stereo unspecified) | 0 | -4 | /
Cc1ccn2c(NCc3ccccc3)c(-c3ccccc3OC(=O)COc3ccc(Cl)cc3)nc2c1 | -4 | -9 | -5
O=[N+]([O-])c1cc2c(cc1C=NNc1ccc(C(F)(F)F)cc1[N+](=O)[O-])OCO2 | 2 | -6 | /
COc1ccc(-c2[nH]ncc2CN(C)Cc2cc(C)no2)c(OC)c1 | 11 | -11 | /
CCCCN1CCC(COC(=O)c2cc(Cl)c(N)c3c2OCCO3)CC1 | -2 | -1 | 91*
CN(CC(C)(C)C)S(=O)(=O)CCC1CCCO1 (stereo unspecified) | -3 | 1 | /
O=C(O)Cc1cc(I)c(Oc2ccc(O)c(I)c2)c(I)c1 | 0 | -2 | 36
CCOC(=O)N1CCN(CC(=O)Nc2ccc(OC)c(S(=O)(=O)N(C)C)c2)CC1 | 8 | 2 | 0
Cc1ccc(-c2ccc(=O)n(CCCNC(=O)C(C)Oc3ccc4c(c3)OCO4)n2)cc1 (stereo unspecified) | 0 | -4 | /
NC(=O)c1ccc(CN(CC(=O)Nc2ccc(F)c(F)c2)C2CC2)cc1 | 4 | 0 | /
C[n+]1csc2ccccc21 | 5 | -8 | /
CCN(C(=O)CSc1nnc(-c2ccncc2)n1C)c1ccc(F)cc1 | 26 | -14 | /
c1cc2nc(NC3CCCC3)ccn2n1 | 1 | -5 | /
CCCc1nc2c(c(=O)c3ccccc3n2C)c(=O)n1CCCOC | -4 | -1 | /
Cc1cc(C)n(CC(=O)N2CCCC(C(=O)c3cccc(OC(C)C)c3)C2)n1 (stereo unspecified) | 0 | -5 | -4
CCCc1c(-c2ccc(O)cc2)nn(-c2ccc(O)cc2)c1-c1ccc(O)cc1 | -2 | -5 | -4
CCN(CCc1nc2ccc(F)cc2[nH]1)C(=O)c1c(C)noc1C | 0 | -3 | -5
O=C(NCCOc1cc(N2CCCCC2)ncn1)Nc1ccccc1Cl | -1 | -1 | /
CCCCNc1cc(=O)n(-c2ccccc2C)nc1C(=O)OCC | 5 | 4 | /
COCCNc1cc(C(=O)Nc2cccc(OCc3ccccc3)c2)ncn1 | -5 | -5 | -2

# Source: PubChem BioAssay
